P. falciparum M1AAP – P. falciparum M1AAP inhibitors, biochemical, fluorogenic H-Leu-NHMec substrate, 1536-well (AID 1445) | recombinant M1AAP, H-Leu-NHMec fluorogenic kinetic assay; higher % means a stronger effect | 220,000 tested, 0.42% active | inhibition, % at 30 µM; hits with a dose series show IC50 in µM;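 active means primary inhibition above the hit cutoff, then over 50% inhibition at one or more dose response concentrations, cut at about 23% in these data, passing the limit was not always enough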;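 further: plate controls were DMSO full reaction for no effect and no enzyme background for full effect; strong numbers were not always called active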
Lipid droplet – modulators of hepatic lipid droplet formation. AML12 mouse hepatocytes, oleate lipid droplets, BODIPY imaging. inhibition, % at 6.5 µM. 240,000 tested, 0.4% active;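 active means lipid droplet intensity inhibited by at least 50%, with more than 500 cells counted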
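Assay system: AML12 hepatocytes (mouse); Probe or stimulus: oleic acid at 100 µM to induce lipid droplet formation; Dosing: compound at 6.5 µM only; Schedule: compound with oleate, overnight; Detection: fluorescence imaging, 20x objective, two fields per well; Measure: % inhibition of lipid droplet signal.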
Autophagy HCS – alters autophagy in cells; MEF GFP-LC3 puncta imaging; test concentration mostly 10 µM; calls only at 10 µM (by protocol); 190,000 tested, 0.98% active;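 active means percentage of spot-positive cells more than 3 SD above its plate mean, without a fluorescence outlier flag or 80% toxicity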;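 further: spot-positive cell cutoff set from DMSO-treated cells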
CSM14.1 death rescue – rescue of cells from ER stress-induced death, primary screen, 384-well, CSM14.1, thapsigargin, ATP luminescence (AID 1222); CSM14.1 thapsigargin-induced death rescue, ATP luminescence; higher % means a stronger effect; cellular ATP content (survival), % at 20 µM; hits with a dose series show EC50 in µM; 190,000 tested, under 10 active;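 active means EC50 below 50 µM in the dose-response confirmation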;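 further: death triggered by thapsigargin at about 15 µM added after 2 h compound pretreatment; cell ATP read after overnight thapsigargin exposure of roughly 18 to 22 hours; normalized against plate controls of thapsigargin alone and 5% DMSO vehicle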
MT stabilize HCS – microtubule stabilizers in HeLa cells; HeLa tubulin immunostaining HCS, 24 h; share of cells brighter than vehicle mean+2SD; % tubulin-high responders, % at 10 µM; 200,000 tested, 0.83% active; AID 2205;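 active means plate Z-score above 3 for both tubulin-high and condensed-nucleus cell shares, with cell loss under 80%, at 10 µM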;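 further: anti alpha tubulin signal scored within the nucleus-defined area of each cell; some results filed as inactive read as strong as hits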
Yfh1-depleted yeast – mitochondrial function rescue without frataxin homolog – Friedreich's ataxia, plus single-dose screen, dose response (AID 1465); S. cerevisiae Yfh1-off respiration, WST-1 reduction, 72 h; higher fold induction means a stronger effect; one-dose fold induction at 50 µM; EC50 in µM for titrated hits; 220,000 tested, 0.074% active;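 active means fold induction of absorbance versus untreated yeast above a set limit, then at least 30% activation at any dose in follow-up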;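 further: activators that raise dye reduction in frataxin-depleted yeast; strong numbers were not always called active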
Dynein cargo inh – dynein cargo transport inhibition; 3617.4 mouse cells, GR-EGFP nuclear translocation imaging; test concentration mostly 20 µM; stimulated with dexamethasone, 1 µM; active compounds read low; z-score, hits read low; 220,000 tested, 0.47% active; AID 1381;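 active means plate z-score of nuclear minus cytoplasmic receptor signal below a set negative limit, without overly bright fluorescence or cell loss, cut at about -3.5 in these data, passing the limit was not always enough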;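 further: z-score of nuclear minus cytoplasmic ring GR-EGFP intensity difference per well; some compounds called inactive have numbers as strong as hits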
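Buffer or medium: tet-free, stripped-serum medium; reagent: dexamethasone at 1.0 µM final, 30 min; incubation: 48 h induction, 1 h compound, 30 min dex at 37 °C; measured by: formaldehyde fixation, Hoechst nuclear stain, 10x automated fluorescence imaging; read-out: nuclear-to-cytoplasmic GR-EGFP distribution per well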
Ins promoter up – MIN6 insulin promoter up-regulation. MIN6 insulin promoter-GFP reporter, high-content imaging; active compounds read high. z-score at 5 µM. 190,000 tested, 0.3% active. AID 1625;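 active means z-score above 3 at 5 µM with at least 500 cells counted in the well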
M17LAP inhibition – P. falciparum M17LAP inhibitors, primary screen, biochemical, fluorogenic H-Leu-NHMec substrate, 1536-well (AID 1619); recombinant M17LAP, H-Leu-NHMec fluorogenic kinetic assay; higher % means a stronger effect; inhibition, % at 30 µM, or IC50 in µM where a hit was titrated; 220,000 tested, 0.38% active;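 active means compound inhibiting the enzyme by more than half at any dose during confirmatory dose-response retesting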;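 further: plate controls were full reaction with DMSO carrier for no effect and no enzyme background for full effect; strong numbers were not always called active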
Dynein cargo inh cytoplasmic EGFP – second read-out of Dynein cargo inh, no call of its own (marks repeat the call); z-score; measured here: cytoplasmic GR-EGFP intensity; active compounds read high
Dynein cargo inh nuclear GR-EGFP – further read-out of Dynein cargo inh, marked with its call; z-score; measured here: nuclear GR-EGFP intensity;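 lower value marks the stronger effect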
Dynein cargo inh cell count – further read-out of Dynein cargo inh, marked with its call; z-score; measured here: cell count per field
Ins promoter up cell count – also measured in Ins promoter up; calls as there; cell count; measured here: cytotoxicity, nuclei count;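 total cells summed across four imaged fields per well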
Lipid droplet cells 6.5 µM – also measured in Lipid droplet; calls as there; cell count; measured here: cell count, cytotoxicity flag;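 cells counted across two imaged fields per well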
MT stabilize HCS Hoechst-high % – second read-out of MT stabilize HCS, no call of its own (marks repeat the call); % Hoechst-high responders; measured here: nuclear condensation Hoechst responders;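 share of cells brighter than vehicle mean plus two SD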
MT stabilize HCS cytotoxicity % – second read-out of MT stabilize HCS, no call of its own (marks repeat the call); toxicity, %; measured here: cytotoxicity by cell density;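 0% = mean cell density of plate MIN control wells and 100% = no cells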
Autophagy HCS cell loss 18 h – also measured in Autophagy HCS; calls as there; toxicity, %; measured here: cell loss, nuclei count;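 cell loss after 18 h compound exposure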
* marks the source's active call; other numbers are inactive results; i = inactive; / = no result given.

item	Molecule	Dynein cargo inh	Dynein cargo inh cytoplasmic EGFP	Lipid droplet	P. falciparum M1AAP	Ins promoter up cell count	MT stabilize HCS Hoechst-high %	Autophagy HCS	Dynein cargo inh cell count	Autophagy HCS cell loss 18 h
1	COc1ccc(-c2nc(C#N)c(N3CC(C)OC(C)C3)o2)cc1OC (centres undefined)	-0.25	-0.056	3	-1%	/	2.0	i	-0.23	3
2	CCCNC(=O)COc1ncnc2sc(C)c(C)c12	-1.1	-0.2	14	8%	901	1.7	i	0.65	1
3	N/C(=N\OC(=O)CCn1cccc(C(F)(F)F)c1=O)c1ccc(Cl)cc1	1.1	-0.27	2	-2%	1346	/	/	-0.36	/
4	O=C(COC(=O)c1sc2ccccc2c1Cl)NC1CCCCC1	-0.28	-0.17	-21	2%	1207	2.1	i	0.57	6
5	N#C/C(=C\c1ccccc1O)C(=O)Nc1cccnc1	-0.12	0.64	1	9%	/	/	/	0.03	/
6	CC12CC(O)C3c4ccc(O)cc4CCC3C1CCC2=O (centres undefined)	-1.1	-0.17	-19	-2%	1437	1.6	i	0.081	-7
7	CCc1ccc(OCCNC(=O)c2ccccc2SCc2ccc(F)cc2)cc1	-0.44	-0.21	/	-3%	1408	1.1	i	0.2	3
8	CN(C)c1ccc(N=Nc2ccccc2C(=O)OCC(=O)N(C)C2CCCCC2)cc1	-0.13	-0.2	-1	1%	1439	2.6	i	0.61	-5
9	CCOC(=O)N=S(=O)(Oc1ccc([N+](=O)[O-])cc1)c1ccccc1 (centres undefined)	-0.69	-0.21	18	-7%	2002	1.5	i	1.6	-3
10	Cc1ccc(CCNC(=O)C2CCC(=O)N2C2CCCC2)cc1 (centres undefined)	-0.76	-0.21	7	-2%	1318	1.9	i	1	2
11	CCOc1ccc(CNC(=S)N/N=C/c2ccncc2)cc1	1.7	-0.21	15	8%	1446	1.4	i	-1.6	-8
12	CCc1nnc(NS(=O)(=O)c2ccc(N=Cc3c(C)[nH]n(-c4ccc(Cl)cc4)c3=O)cc2)s1	0.02	-0.15	2	6%	1341	1.5	i	-0.33	6
13	CC(NC(=O)CCc1nnc(C2CCCCC2)o1)c1ccc(F)cc1 (centres undefined)	1.4	-0.29	-4	4%	1332	2.3	i	-0.34	10
14	COc1ccc(CNC(=O)C2CSCCS2)cc1 (centres undefined)	-0.39	-0.12	/	5%	1387	1.6	i	0.35	-24
15	O=C(Cn1cnc2c(cnn2-c2ccc(Cl)cc2)c1=O)NCC1CCCO1 (centres undefined)	-0.048	-0.25	/	2%	1417	3.8	i	-0.7	-11

item	Ins promoter up	Lipid droplet cells 6.5 µM	CSM14.1 death rescue	MT stabilize HCS	Yfh1-depleted yeast	MT stabilize HCS cytotoxicity %	M17LAP inhibition	Dynein cargo inh nuclear GR-EGFP
1	/	746	1.3%	2.1	i	48	8%	0.3
2	-0.61	798	0.1%	2.0	i	4.0	-1%	-0.19
3	-0.38	741	/	/	i	/	-2%	0.12
4	0.08	626	-0.5%	2.2	i	1.4	13%	-0.078
5	/	720	/	/	i	/	-10%	-0.017
6	-0.1	688	-0.6%	2.5	i	2.6	-14%	-0.63
7	-0.47	/	2.5%	0.8	/	5.9	3%	-0.32
8	-0.68	525	-5.3%	3.4	i	16	15µM*	-0.039
9	0.32	669	-1.6%	2.3	i	3.4	4%	-0.16
10	-0.19	694	/	2.8	i	3.4	12%	-0.36
11	-0.42	649	3.6%	2.7	i	0.1	7%	1.3
12	0.63	616	-2.0%	3.4	i	3.5	45%	0.11
13	0.85	682	-0.1%	3.1	i	2.3	0%	0.45
14	-0.18	/	-1.0%	2.5	i	4.3	18%	-0.0042
15	-0.09	/	-0.7%	5.8	i	9.2	9%	0.34

Reprinted from the part before: three entries, followed by the next part.
item	Molecule	Dynein cargo inh	Dynein cargo inh cytoplasmic EGFP	Lipid droplet	P. falciparum M1AAP	Ins promoter up cell count	MT stabilize HCS Hoechst-high %	Autophagy HCS	Dynein cargo inh cell count	Autophagy HCS cell loss 18 h
13	CC(NC(=O)CCc1nnc(C2CCCCC2)o1)c1ccc(F)cc1 (centres undefined)	1.4	-0.29	-4	4%	1332	2.3	i	-0.34	10
14	COc1ccc(CNC(=O)C2CSCCS2)cc1 (centres undefined)	-0.39	-0.12	/	5%	1387	1.6	i	0.35	-24
15	O=C(Cn1cnc2c(cnn2-c2ccc(Cl)cc2)c1=O)NCC1CCCO1 (centres undefined)	-0.048	-0.25	/	2%	1417	3.8	i	-0.7	-11
16	Cc1nc(NC(=S)NC(=O)c2cncc(Br)c2)ccc1Br	1.2	-0.19	16	2%	1400	2.5	i	0.29	-3
17	CC(C)(C)NC(=O)C(OC(=O)c1cccs1)c1ccccc1 (centres undefined)	-0.66	-0.27	0	5%	1435	1.3	i	0.58	6
18	Cc1ccccc1NC(=O)/C(=C/c1cccs1)NC(=O)c1ccco1	0.31	-0.24	0	0%	1457	2.8	i	-1.3	10
19	O=C(c1cccs1)N(CCO)Cc1cc2cc3c(cc2[nH]c1=O)OCCO3	-0.22	-0.2	/	6%	1255	2.2	i	-0.2	-4
20	CNc1ncc(Cc2ccccc2)s1	0.29	-0.23	-4	9%	1336	2.5	i	-0.59	0
21	CCOc1ccc(Oc2nc(NCC(C)C)nc(N(C)C)n2)nn1	0.096	-0.26	0	4%	1199	2.0	i	-0.24	-1
22	COc1ccc(C(=O)CSc2nnc(Cn3cnc4ccccc43)o2)cc1	-0.56	-0.2	/	-4%	784	0.9	i	0.5	-6
23	COC(C[C@H]1O[C@H]1[C@H](O)[C@@H](C)OCc1ccccc1)OC	-0.24	-0.81	7	1%	1058	/	/	0.27	/
24	CSc1nc2c(c(=O)[nH]1)C(c1ccccc1)C1=C(CC(C)(C)CC1=O)N2 (centres undefined)	-0.2	-0.29	-2	3%	1646	1.8	i	0.96	-5
25	Cc1ccc(C(=O)c2ccccc2C(=O)OCC(=O)NCCc2ccccc2)cc1	0.22	-0.26	-14	0%	1522	2.7	i	0.11	28
26	c1ccc2sc(SN3CCOCC3)nc2c1	-0.5	-0.25	4	10%	1710	2.8	i	-0.069	15
27	COc1ccc(N2CCN(C(=O)CSc3ncnc4scc(-c5ccc(C)cc5)c34)CC2)cc1	-0.027	-0.18	/	/	/	1.2	i	-1.2	17
28	Cc1ccc(NC(=O)COc2ccc(CCO)cc2-n2nc3ccccc3n2)cc1C	0.44	-0.27	1	3%	1299	1.8	i	-0.027	2
29	COC(=O)c1ccc(NC(=O)Cc2ccc(C)cc2)cc1	0.3	-0.45	-5	4%	638	1.1	i	0.051	0
30	CCS(=O)(=O)Nc1ccc(NC(C)=O)cc1	-0.7	-0.26	34	-3%	944	2.2	i	1.9	-3
31	COc1cccc(CNC(=O)c2cc3oc4ccccc4c3n2C)c1OC	-0.9	-0.23	7	2%	938	0.8	i	0.97	1
32	COc1ccc(OC)c(S(=O)(=O)N2CCN(c3c(C)cccc3C)CC2)c1	-0.33	-0.33	-24	-1%	2014	3.4	/	0.59	/
33	O=C(NCC1COc2ccccc2O1)c1ccc(NC(=O)C(c2ccccc2)c2ccccc2)cc1 (centres undefined)	0.65	-0.18	-3	6%	1337	2.6	i	-1.7	4

item	Ins promoter up	Lipid droplet cells 6.5 µM	CSM14.1 death rescue	MT stabilize HCS	Yfh1-depleted yeast	MT stabilize HCS cytotoxicity %	M17LAP inhibition	Dynein cargo inh nuclear GR-EGFP
13	0.85	682	-0.1%	3.1	i	2.3	0%	0.45
14	-0.18	/	-1.0%	2.5	i	4.3	18%	-0.0042
15	-0.09	/	-0.7%	5.8	i	9.2	9%	0.34
16	-0.3	683	-0.8%	7.3	i	10	19%	0.6
17	-0.17	741	-1.0%	2.1	i	8.1	3%	0.11
18	-0.19	612	-0.2%	3.3	i	6.8	26%	0.68
19	1.4	/	-0.8%	4.0	i	6.0	-5%	0.2
20	0.04	591	-1.7%	3.1	i	6.1	6%	-0.27
21	1.8	753	-3.5%	1.7	i	8.2	-7%	0.11
22	-3.5	/	-0.5%	2.4	i	5.9	4%	-0.11
23	-0.05	703	/	/	i	/	-11%	-0.074
24	-1.1	674	-0.4%	2.3	i	11	0%	-0.4
25	0.47	604	-3.1%	5.6	i	11	-3%	0.2
26	0.08	673	-1.6%	3.1	i	7.4	36%	0.55
27	/	/	/	2.5	i	10	/	-0.18
28	-1.6	644	1.8%	1.7	i	1.3	-7%	-0.053
29	-0.37	737	-0.4%	1.4	i	17	-9%	0.093
30	1.1	857	2.3%	4.1	i	8.9	-4%	-0.42
31	0.89	769	-0.7%	2.1	i	0.5	2%	-0.21
32	0.39	648	-2.0%	3.5	i	7.9	16%	0.051
33	-0.24	619	0.0%	2.6	i	8.2	6%	1.2

M17LAP inhibition, hit marks shown above
| nr | smiles | Dynein cargo inh | Dynein cargo inh cytoplasmic EGFP | P. falciparum M1AAP | MT stabilize HCS Hoechst-high % | Dynein cargo inh cell count | M17LAP inhibition | Dynein cargo inh nuclear GR-EGFP |
| --- | --- | --- | --- | --- | --- | --- | --- | --- |
| 8 | CN(C)c1ccc(N=Nc2ccccc2C(=O)OCC(=O)N(C)C2CCCCC2)cc1 | -0.13 | -0.2 | 1% | 2.6 | 0.61 | 15µM* | -0.039 |

Source: PubChem (several laboratories)
